Source: PubChem BioAssay (The Scripps Research Institute Molecular Screening Center)
M1 PAM parental = nonselective calcium activators in parental CHO-K1 cells, primary screen, counter-screen for M1 PAM project, cell-based, Fluo-8 calcium fluorescence, full deck, 1536-well; ATP EC20; 0% at ATP EC20, 100% at ATP max; activation, % at 3 µM; 360,000 compounds, 0.02% hits;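 active = activation above the run cutoff, the mean activation of all test compounds plus 3 SD, cut at about 40% in these data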;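 note: peak over basal fluorescence ratio in a 140 s read after ATP addition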
CHO-K1 Ca ag = counter-screen for M1 agonists: effect in parental CHO-K1 cells. Fluo-8 calcium fluorescence; scaled to maximal ATP response, vehicle zero. activation, % at 3 µM. 360,000 compounds, 0.48% hits; in the data active = activation above about 15%;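 note: untransfected CHO-K1 host cells lacking M1 receptor as counterscreen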
CHO-K1 Ca antag = M1 antagonist counterscreen hit in parental CHO-K1 cells. ATP-induced calcium, Fluo-8 fluorescence. inhibition, % at 3 µM. 360,000 compounds, 0.6% hits. AID 602250;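 active = inhibition above a per-plate cutoff, the plate's mean sample inhibition plus 3 SD, cut at about 24% in these data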;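 note: 0% = DMSO plus EC80 ATP and 100% = DMSO alone without ATP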
OXTR agonist = human OXTR agonists, primary screen, fluorescence, CHO-OTR cells, Fluo-8 calcium; 320,000 compounds, 0.32% hits; Oxytocin receptor (Homo sapiens), P30559; Fluo-8 calcium fluorescence; normalized: DMSO 0%, oxytocin 100%; activation, % at 3 µM;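 active = activation above the mean of all tested compounds plus 3 SD, cutoff set per screening run, cut at about 20% in these data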;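 note: peak over basal fluorescence ratio from a 100 s FLIPR kinetic read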
Target sequence (P30559 whole entry, looked up): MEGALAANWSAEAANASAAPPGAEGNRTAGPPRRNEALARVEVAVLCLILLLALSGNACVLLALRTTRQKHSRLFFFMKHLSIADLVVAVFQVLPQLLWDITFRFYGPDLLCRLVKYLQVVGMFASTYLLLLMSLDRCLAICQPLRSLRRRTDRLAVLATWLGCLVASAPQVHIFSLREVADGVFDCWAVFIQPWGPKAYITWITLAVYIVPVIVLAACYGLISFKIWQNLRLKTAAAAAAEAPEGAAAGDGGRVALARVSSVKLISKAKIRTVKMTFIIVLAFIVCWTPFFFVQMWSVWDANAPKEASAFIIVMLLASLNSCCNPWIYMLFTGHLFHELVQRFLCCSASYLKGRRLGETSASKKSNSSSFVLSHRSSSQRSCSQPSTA
CHO parental Ca = ATP-evoked calcium signal inhibitors, parental CHO, primary screen, counter-screen for OX1R antagonist project, cell-based, fluorescence, Fluo-8 calcium dye | parental CHO-K1, ATP-induced calcium, Fluo-8 fluorescence | inhibition, % at 5.6 µM | 330,000 compounds, 0.63% hits | AID 463079, 2010;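 active = inhibition above that plate's mean sample inhibition plus 3 SD, cut at about 26% in these data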;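 note: 0% = ATP-challenged DMSO wells and 100% = DMSO wells without ATP; some compounds past the cut are filed as inactive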
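Test system: untransfected parental CHO cell line. Compound: one dose, 5.6 µM nominal. Detection: intracellular calcium via Fluo-8 no-wash fluorescent dye. Measure: % inhibition. Benchmarks: ATP-challenged DMSO wells low, unchallenged DMSO wells high.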
TAAR1 antag = human TAAR1 antagonists, primary screen, Fluo-8 calcium fluorescence, CHO RD-HGA16 cells | Trace amine-associated receptor 1 (Homo sapiens), Q96RJ0 | antagonist | inhibition, % at 3 µM | 360,000 compounds, 1.5% hits | AID 624466, 2012;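 active = inhibition above a per-plate cutoff, the mean inhibition of test compounds on that plate plus 3 SD, cut at about 49% in these data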;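 note: 0% = DMSO plus EC80 beta-PEA response and 100% = DMSO alone without agonist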
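Test system: CHO RD-HGA16 cells bearing hTAAR1 | Reagent: β-PEA, EC80 | Compound dosing: 3 µM, single point | Schedule: Dye loading 75 min at 37 °C, then 30 min room temperature | Signal: Calcium fluorescence with Fluo-8 | Evaluation: Percent inhibition of PEA-evoked calcium signal, max/basal emission ratio | Control set: DMSO-only wells and EC80 β-PEA-stimulated wells | Repeats: Singlicate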
OXTR potentiator = human OXTR potentiators, primary screen, fluorescence, CHO-OTR cells, Fluo-8 calcium. Oxytocin receptor (Homo sapiens), P30559. Fluo-8 calcium fluorescence, potentiator mode; 0% = oxytocin EC15, 100% = EC100. activation, % at 3 µM. 320,000 compounds, 0.061% hits;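 active = activation above that plate's cutoff, the mean activation of tested compounds plus 3 SD, cut at about 6.6% in these data, passing the limit was not always enough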;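 note: 100% uses oxytocin at 75 nM as the full agonist control; some results filed as inactive read as strong as hits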
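Measured by – Fluo-8 calcium dye fluorescence · Test system – human OTR in CHO cells · Dosing – one concentration, 3.0 µM compound · Controls – EC15 oxytocin alone as 0%, 75 nM oxytocin as 100% · Evaluation – normalized max/min fluorescence ratio, % activation · Timing – 6 min pre-incubation, 100 s read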
GPR7 antagonist = GPR7 receptor antagonists, primary screen, cell-based, fluorescence, single concentration; inhibition, % at 4.4 µM; Neuropeptides B/W receptor type 1 (Homo sapiens), P48145; 290,000 compounds, 1.1% hits; AID 1861, 2009; GPR7-expressing cells, fluorescence antagonist assay; in the data active = inhibition above about 16%, passing the limit was not always enough;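 note: cells stimulated with the agonist NPW; 0% = agonist with vehicle and 100% = vehicle without agonist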
V1aR counter = agonists of human V1a receptor, primary screen, counter-screen for OXTR agonist project, fluorescence, CHO-V1R cells; Vasopressin V1a receptor (Homo sapiens), P37288; Fluo-8 calcium fluorescence, agonist mode; 0% DMSO, 100% 3 nM vasopressin; activation, % at 3 µM; 320,000 compounds, 0.25% hits;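 active = activation above the mean activation of all tested compounds plus 3 SD, per screening run, cut at about 20% in these data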;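 note: signal is peak over basal fluorescence ratio across a 100 second FLIPR read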
Target sequence (P37288 whole entry, looked up): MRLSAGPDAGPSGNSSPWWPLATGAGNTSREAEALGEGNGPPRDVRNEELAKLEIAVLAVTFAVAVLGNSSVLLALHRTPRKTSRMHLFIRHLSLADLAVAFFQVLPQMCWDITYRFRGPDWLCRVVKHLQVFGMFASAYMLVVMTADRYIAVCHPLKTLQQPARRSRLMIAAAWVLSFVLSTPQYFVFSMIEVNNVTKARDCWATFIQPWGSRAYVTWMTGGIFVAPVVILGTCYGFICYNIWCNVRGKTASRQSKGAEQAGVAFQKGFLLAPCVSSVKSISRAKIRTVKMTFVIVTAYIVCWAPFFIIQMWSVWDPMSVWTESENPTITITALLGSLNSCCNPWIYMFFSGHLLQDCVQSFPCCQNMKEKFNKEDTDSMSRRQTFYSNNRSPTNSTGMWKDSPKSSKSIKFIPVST
* hit, by the source's call; . = not tested or not shown.

Start of the listing, in advance (two entries):
SMILES	M1 PAM parental	CHO-K1 Ca ag	CHO-K1 Ca antag	OXTR agonist	CHO parental Ca	TAAR1 antag	OXTR potentiator	GPR7 antagonist	V1aR counter
CCC(=O)Nc1ccccc1C(=O)N1CCN(Cc2ccccc2)CC1	-6.1	0.0	19.3	-0.5	-5.9	10.1	-6.7	-9.4	0.8
Cc1cc(C)nc(Oc2ccc(Br)cc2)n1	-1.9	-0.3	-2.0	-1.3	-3.9	-14.3	-10.8	-10.6	-0.4

This part in full, from the first entry:
SMILES	M1 PAM parental	CHO-K1 Ca ag	CHO-K1 Ca antag	OXTR agonist	CHO parental Ca	TAAR1 antag	OXTR potentiator	GPR7 antagonist	V1aR counter
CCC(=O)Nc1ccccc1C(=O)N1CCN(Cc2ccccc2)CC1	-6.1	0.0	19.3	-0.5	-5.9	10.1	-6.7	-9.4	0.8
Cc1cc(C)nc(Oc2ccc(Br)cc2)n1	-1.9	-0.3	-2.0	-1.3	-3.9	-14.3	-10.8	-10.6	-0.4
O=C(NCCCN1CCCC1=O)Nc1ccc(Cl)cc1Cl	-14.3	0.6	6.3	-1.1	-0.4	-7.8	-1.9	-2.6	-0.1
CCOCCCN(C(=O)c1snc(C(N)=O)c1N)C(C(=O)NCCC(C)C)c1ccc(Cl)cc1 (stereo unspecified)	3.7	0.6	-5.0	-2.8	-26.4	2.4	-1.2	-10.1	-1.3
CC(/C=N/NC(=O)Cc1cccn1C)=C\c1ccccc1	-0.3	-0.1	-6.1	-0.6	-8.8	-12.9	-1.5	2.4	0.4
CCCNC1=C(N(C(C)=O)c2cccc(F)c2)C(=O)c2ccccc2C1=O	25.7	-0.1	-18.6	-1.0	-5.1	9.8	0.6	3.4	-1.0
O=C(CCCN1C(=O)CSc2ncccc21)N1CCN(Cc2ccccc2)CC1	-2.1	0.6	5.9	1.4	-0.8	-5.4	-0.3	1.6	0.5
Nc1nnc(-c2ccccc2[N+](=O)[O-])o1	16.0	0.8	-9.5	1.3	-5.7	-10.0	-13.7	-17.4	1.1
CCc1ccc(-c2cc(C(=O)NCc3ccccn3)c3ccccc3n2)cc1	20.7	2.8	-12.8	-2.1	-34.4	17.8	-1.9	-12.2	-1.5
COc1cc(CN2CCN(c3ccccc3F)CC2)c([N+](=O)[O-])cc1OC	24.1	1.0	-13.9	-1.5	-7.0	-1.0	-8.2	0.4	0.0
Cn1c(NCc2cc(Br)ccc2O)nc2ccccc21	6.2	3.6	6.0	13.3	-5.1	26.6	-20.9	15.3	10.4
Cc1cc(C)c(S(=O)(=O)NCc2cccnc2)cc1C	-7.1	0.2	8.3	-0.4	-5.1	-17.0	-9.5	7.8	1.1
CCOC(=O)c1ccccc1N/C=C/C(=O)c1cccs1	10.0	-0.5	-6.4	-1.9	-25.8	-13.0	0.0	-7.2	-0.2
Cc1nc(N2CCCC2)c2ccsc2n1	18.8	1.5	-9.3	0.5	-8.4	-7.3	-0.7	4.4	1.4
CCCNS(=O)(=O)c1ccc(NC(=O)c2ccccn2)cc1	14.6	0.9	-9.8	1.0	-1.3	-12.6	-7.7	-9.5	1.6
O=C(NN1C(=O)NC2(CCCCC2)C1=O)c1ccc(-c2ccccc2Cl)o1	-11.5	-1.4	-11.3	-2.6	-32.3	-3.7	-1.2	.	-0.3
CCc1nnc(SCC(=O)NC2CCCC2)nc1CC	-6.0	-0.2	32.7*	-0.4	-2.5	-7.7	-3.9	6.1	0.6
CC1CCN(C(=O)CCNC(=O)c2ccccc2)CC1	8.8	-0.5	5.9	0.1	2.1	-0.5	0.2	-8.3	-0.2
CC(C)CC(=O)NCc1ccc(F)cc1	4.6	-0.2	3.7	0.0	-14.0	0.5	-1.0	0.0	0.4
Cc1ccc(CCNS(=O)(=O)c2cc3c(cc2C)NC(=O)CO3)cc1	13.9	1.3	-5.5	5.7	-2.1	-29.1	-7.3	3.2	4.4
CCOC(=O)c1sc(/N=C/N(C)C)nc1C	14.4	0.9	-8.0	-0.2	-4.5	11.1	-3.0	-4.0	-0.5
Cn1c(SCC(=O)NCC2CCCO2)nnc1-c1cccc(NC(=O)c2ccccc2F)c1 (stereo unspecified)	-1.0	1.1	-9.7	0.5	-3.2	-19.7	0.2	-6.0	0.2
CN1CCN(C(=O)c2ccc3c(=O)n(Cc4ccco4)c(=S)[nH]c3c2)CC1	-23.8	0.6	21.6	-0.6	-18.4	6.9	6.2	4.6	0.4
Cc1cc(C[n+]2ncsc2N)c2ncccc2c1	19.9	1.4	-13.3	0.1	-19.2	-9.2	2.0	-5.9	-0.8
COc1cc(C2=CN(Cc3ccccc3)CCC2=O)cc(OC)c1OC	11.1	0.4	-13.9	1.6	-19.1	1.5	6.4	.	0.7
COC(=O)C(Cc1c[nH]c2ccccc12)NC(=O)C(=O)c1c[nH]c2ccccc12 (stereo unspecified)	-4.6	3.7	-7.4	10.6	1.7	16.7	-8.7	2.2	5.4
Cc1cc(F)ccc1S(=O)(=O)Nc1ccccc1C(=O)Nc1ncn[nH]1	-0.1	-0.3	8.2	-2.3	-3.7	-6.8	-14.1	-11.7	-1.8
NC(=O)Oc1cccc(OC(N)=O)c1	-11.6	-0.1	-3.6	0.1	-10.0	-4.1	-16.2	-6.1	0.4
O=C1OC(Nc2nc3ccccc3s2)c2ccccc21 (stereo unspecified)	18.3	0.3	-5.3	0.4	-6.7	-16.7	0.4	-6.5	-0.1
Cc1cc(C)cc(N(CC(=O)Nc2ccc(-c3nc4ccc(C)cc4s3)cc2)S(C)(=O)=O)c1	1.7	0.3	5.0	-0.8	-8.3	16.4	-5.3	2.6	-0.4
CCOC(=O)C1=NNC(C(=O)c2ccc(Cl)cc2)C1c1ccccc1 (stereo unspecified)	-3.8	-0.4	9.3	-2.0	-27.1	-16.8	-5.5	-11.1	-1.1
CCCCn1nc2cc(C(=O)NC3CCc4ccccc43)ccc2c1OCC (stereo unspecified)	12.3	-0.2	-10.4	-1.8	-11.2	1.7	-7.1	1.6	-1.6
CCCCOc1nc(N2CCOCC2)nc(C)c1[N+](=O)[O-]	19.8	0.3	-10.4	-3.5	-12.2	-23.7	-4.9	-11.3	-1.1
CCCCCNC(=O)C1CCC(Cn2c(=S)[nH]c3ccccc3c2=O)CC1 (stereo unspecified)	6.4	0.2	-6.7	-0.3	-32.2	-16.8	-6.3	-2.3	-0.3
O=C1COc2ccc(C(=O)COC(=O)CCSc3ccccc3)cc2N1	-3.9	10.3	-16.6	12.4	26.0	28.4	-8.8	10.7	10.1
O=C(CC1C(=O)Nc2ccccc2N1CC(=O)N1CCCC1)Nc1ccc(Br)cc1 (stereo unspecified)	-17.4	-0.2	-6.2	-0.6	-19.2	10.4	-4.6	.	-0.8
C/C(Cn1nnc2ccccc21)=N\OC(=O)c1ccccc1C	12.5	3.4	-6.0	6.6	-21.4	7.4	-8.8	-4.5	1.7
CC(C)(C)C(=O)COC(=O)c1cccc(NC(=O)c2ccco2)c1	-3.3	1.1	8.3	0.4	-0.2	12.5	-6.8	-10.1	-0.5
O=C(CCc1nc2ccccc2c(=O)[nH]1)N1CCN(C/C=C/c2ccccc2)CC1	-0.1	6.2	-4.2	14.4	22.5	8.1	-22.2	-7.0	10.5
O=C(O)C1CCN(C(=O)c2csc(-c3ccc4c(c3)CCO4)n2)CC1	-3.6	0.1	0.2	-0.9	-12.7	-6.6	-1.6	-1.1	0.0
Cc1ccc(/C=C2\SC(N)=NC2=O)s1	-3.8	-0.7	9.3	-0.9	-6.6	2.7	-4.8	-9.1	-0.4
COc1cc(C2c3c([nH]c(=O)[nH]c3=O)Nc3ccc4ccccc4c32)ccc1O (stereo unspecified)	-5.3	-0.2	2.7	-1.7	6.0	5.5	-11.7	-6.1	0.5
COc1ccc(/C=N/NC(=O)CSc2ccccc2)cc1OC	24.4	0.6	-7.3	-0.6	-9.2	-16.4	-2.8	-10.1	1.2
COc1ccc(N(CC(=O)NC2CCCC2)C(=O)c2ccc(N3CCCCC3)nc2)cc1	-4.8	-0.2	12.4	-1.2	-11.9	13.0	-7.8	-3.7	0.4
CC1CCN(Cc2nnnn2CCCC(=O)N(C)C(C)c2ccccn2)CC1 (stereo unspecified)	2.3	-0.2	-13.2	-0.5	-9.5	-4.3	-1.6	-12.3	0.5
CCn1nc(C)c(CN2CCC(C(=O)Nc3cccc(-c4cccc(Cl)c4)c3)CC2)c1C	-7.9	1.1	-4.2	5.9	-16.6	-10.4	-9.3	25.5*	7.3
CSCCOC(=O)C1=C(C)NC(=O)NC1c1ccc2c(c1)OCO2 (stereo unspecified)	18.9	1.1	-3.8	.	.	2.0	.	-7.4	.
CCC(C)N1CC(=O)N2Cc3[nH]c4ccccc4c3C[C@H]2C1=O (stereo partly specified)	14.3	3.0	-13.0	6.0	3.6	-16.7	-12.2	-1.2	4.3
Fc1ccccc1-c1nc2ccccc2[nH]1	9.2	0.1	-8.2	-1.4	-3.4	18.7	-1.0	3.2	0.1
CCN(CC)CCN(C(=O)/C=C/c1cccs1)c1nc2ccc(C)cc2s1	11.1	2.7	-13.7	1.3	-7.0	6.2	-7.7	4.9	2.1
CC(C(=O)N(C)CC(=O)Nc1ccccc1C(F)(F)F)N1C(=O)c2ccccc2C1=O (stereo unspecified)	15.2	0.9	-9.6	0.5	-14.2	8.0	-5.0	.	-0.6
O=C(CN1CCOc2ccccc21)NCc1ccco1	11.2	0.1	-0.4	0.5	-15.1	8.3	-6.8	1.1	1.1
CCOc1ccc2nc(NC(=O)CS(=O)(=O)c3ccc(C)cc3)sc2c1	6.2	1.2	1.4	-1.1	-15.3	54.6*	-2.7	-9.6	-1.4
CCOc1ncccc1C(=O)OCC(=O)Nc1ccc(S(=O)(=O)N2CCCC2)cc1	13.0	3.2	-10.4	1.4	-13.6	0.4	-3.8	.	3.5
COc1ccccc1N(C)S(=O)(=O)c1ccc(C(=O)OCC(=O)NCCC2=CCCCC2)cc1	13.4	7.5	5.8	-1.3	-6.4	35.0	-7.0	-10.8	5.5
COc1ccccc1CNC(=O)CCNC(=O)Cn1cnc2ccccc2c1=O	17.1	0.6	-10.8	-0.4	-13.9	-13.8	-7.7	-11.2	2.5
